# Compound activity as filed in PubChem.
# UDG counterscr: counter-screen for AID inhibitors: uracil-DNA glycosylase inhibition | FRET deamination/UDG coupled assay, UDG read, 4 h | Potency, µM (doses to about 115 µM), for inactives: top-dose activity change, negative = inhibition, actives largely listed as inhibitors | actives 0.14% (n = 91,000) | AID 1347430; further: nearly all actives have a fitted effect of over 65% in size
# AID inhibitor: blocks human AID cytidine deaminase activity. Q9GZX7. actives 0.32% (n = 91,000). AID deamination FRET fluorescence, UDG-coupled, 4 h. Potency, µM (top dose mostly 115 µM), inactives show at the top dose activity change, negative = inhibition, most hits filed as inhibitors; further: nearly all actives have a fitted effect of over 25% in size
# Target sequence (Q9GZX7 whole entry, looked up): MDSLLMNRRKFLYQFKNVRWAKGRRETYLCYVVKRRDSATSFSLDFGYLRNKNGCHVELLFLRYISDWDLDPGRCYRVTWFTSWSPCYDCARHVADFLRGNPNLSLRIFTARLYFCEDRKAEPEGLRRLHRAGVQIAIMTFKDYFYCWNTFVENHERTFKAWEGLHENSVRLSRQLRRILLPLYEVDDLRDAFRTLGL
# The depositor's hits bear a star; ? = inconclusive; & = joins results of further samples; [ ] = another dose, or the depositor's remark. The call rests on the fitted dose curve; in most records, active means well fitted curve in the direction sought with a large enough effect; inconclusive means small, poorly fitted or top-dose-only effect, or another doubt; inactive means no such curve, though single readings can be large; an effect the other way counts as inactive or inconclusive. On the % scale 0 is the no-effect control and ±100 the full control effect; potency means the concentration at half of the fitted maximal effect.
Compound	AID inhibitor	UDG counterscr
Cc1c(Cc2ccccc2)c(-n2ccnc2)n2c(nc3ccccc32)c1C#N	-2%	-2%
Cc1ccc(NC(=O)c2sc3nc[nH]c(=O)c3c2C)cc1C	0%	6%
Cc1cc(N2CCCCC2)nc2ccc(NC(=O)c3cccc(F)c3)cc12	?	2%
COc1ccc(C(C)=O)cc1CN1CCCC1	-12%	-10%
N#CC1(NC(=O)CSc2cccc3cccnc23)CCCCCC1	-10%	-8%
Fc1ccc(-c2cn3cc(Cc4ccccc4)sc3n2)cc1	12%	3%
COc1ccc(NC(=O)Cc2c(C)c3c(OC)cc(C)cc3oc2=O)cc1	8%	-7%
CCC(CC)=C(C#N)C(=O)NC1CCCC1	-2%	0%
COc1cc(CN(CCN(C)C)Cc2ccccc2)cc(OC)c1OC	3%	-6%
COc1cccc(CNC(=O)c2ccc(-c3nc(COc4ccccc4)c(C)o3)cc2)c1	-27%	?
Cc1cccc(C)c1NC(=O)COc1ncnc2ccccc12	-2%	0%
CC(NC(=O)c1nccnc1N)c1ccc(F)cc1 (stereo not drawn)	-3%	2%

# (cont.)
Compound	AID inhibitor	UDG counterscr
CCCn1c(-c2ccc(S(=O)(=O)N3CCOCC3)cc2)csc1=Nc1ccc(OCC)cc1	-7%	-12%
Cc1ccc2nc(NC(=O)CSc3nccn3Cc3ccc(F)cc3)sc2c1	?	-2%
Cc1cc(C(=O)Nc2ccccc2SC2CCCC2)c(C)o1	-12%	6%
COc1ccc(Br)cc1/C=C(/C#N)C(=O)C(C)(C)C	-20%	-12%
CC(=O)Oc1ccccc1C(=O)O	5%	0%
COc1cccc2c1cc1c(=O)n(CC(=O)N3CCN(c4ccc(Cl)cc4)CC3)nc(C)n12	5%	-3%
CCC(C)NC(=O)/C(=C/c1ccccc1Cl)c1ccccc1 (stereo not drawn)	-14%	0%
CNC(=O)C(C)Sc1n[nH]c(-c2ccc(OC)cc2OC)n1 (stereo not drawn)	0%	-2%
COc1cccc(Cn2c(SCc3ccc(C(=O)N4CCC(C)CC4)cc3)nc3ccncc32)c1	-27%	-13%
Cn1cc(C2N=C(N)Nc3nc4ccccc4n32)c2cc(F)ccc21 (stereo not drawn)	-14%	-5%
O=S(=O)(c1cccc(Cl)c1)c1nnn2c1nc(NC1CCCC1)c1sccc12	3%	4%
Cc1ccsc1C(=O)NC(C)c1ccc(F)c(F)c1 (stereo not drawn)	2%	7%

# Pulled one by one from the list above (3):
Compound	AID inhibitor	UDG counterscr
O=S(=O)(c1cccc(Cl)c1)c1nnn2c1nc(NC1CCCC1)c1sccc12	3%	4%
Cc1ccc2nc(NC(=O)CSc3nccn3Cc3ccc(F)cc3)sc2c1	?	-2%
CC(=O)Oc1ccccc1C(=O)O	5%	0%

# Continued:
Compound	AID inhibitor	UDG counterscr
CCCCCN1C(C(=O)c2ccccc2)=C(NC(=O)c2ccc(C)cc2)c2ccccc2S1(=O)=O	-2%[57.5 µM]	?
O=C1CSc2ccc(C(=O)NN(c3ccccc3)c3ccccc3)cc2N1	1%	-12%
Cc1cc(N2CCN(C)CC2)nc2ccc(NC(=O)Nc3ccccc3Cl)cc12	9%	-14%
COc1ccc(OCc2ccc(-c3nc(C#N)c(N4CCN(C)CC4)o3)o2)cc1	-2%	-2%
CCOC(=O)CCn1nc(-c2ccc(C)cc2)c2ccccc2c1=O	-10%[57.5 µM]	-17%[57.5 µM]
CCC(C)NC(=O)c1ccc(Oc2nccnc2Sc2ccccc2)cc1 (stereo not drawn)	-7%	2%
O=Cc1ccccc1OCc1ccccc1	-16%	1%
Cc1nc2cc(NC(=O)COc3ccccc3F)ccc2o1	-1%	-3%
Cc1ccc(CC(=O)Nc2c(C(=O)N3CCN(c4ccccc4)CC3)oc3ccccc23)cc1	-19%	-9%
O=C(Nc1ccc(-n2cccn2)c(F)c1)C1CCCN(C(=O)c2cccs2)C1 (stereo not drawn)	-2%	-6%
O=[N+]([O-])c1ccc2nc(Cl)ccc2c1	20%	-4%
Cc1ccc(CN2c3ccccc3S(=O)(=O)c3ccccc32)cc1	-14%	-13%

# 3 entries out of the list, sorted by heavy-atom count, lowest first:
Compound	AID inhibitor	UDG counterscr
O=Cc1ccccc1OCc1ccccc1	-16%	1%
CCOC(=O)CCn1nc(-c2ccc(C)cc2)c2ccccc2c1=O	-10%[57.5 µM]	-17%[57.5 µM]
Cc1cc(N2CCN(C)CC2)nc2ccc(NC(=O)Nc3ccccc3Cl)cc12	9%	-14%

# Looked up above.
# Cc1cc(N2CCCCC2)nc2ccc(NC(=O)c3cccc(F)c3)cc12 | UDG counterscr = 2%
# Cc1ccc(CC(=O)Nc2c(C(=O)N3CCN(c4ccccc4)CC3)oc3ccccc23)cc1 | UDG counterscr = -9%

# Later entries:
Compound	AID inhibitor	UDG counterscr
O=c1cc(-c2ccccc2)nc(SCc2nc(-c3cccc(C(F)(F)F)c3)no2)[nH]1	-3%	9%
CC(C(N)=O)N(C)Cc1ccc(C(=O)NCC(F)(F)F)cc1 (stereo not drawn)	6%	2%
COc1ccc(CCNS(=O)(=O)c2c(C)nc3sc(C)cn3c2=O)cc1OC	-5%	0%
Cc1ccc(NC(=O)Cc2nnc(SCC(=O)c3ccc(C#N)cc3)n2C)cc1C	-8%	9%
COC(=O)c1ccc2c(c1)N(CC(=O)Nc1cccc(C(F)(F)F)c1)C(=O)c1ccccc1S2	36%[activator]	14%
O=S(=O)(NCCc1csc2nc(-c3ccc(F)cc3)nn12)c1ccc2c(c1)OCCO2	9%	-6%[57.5 µM]
CCCOc1ccc(/C=C/C(=O)Nc2sc3c(c2C(=O)OCC)CCC(C)C3)cc1OC (stereo not drawn)	17%	-8%
CC(NC(=O)C1CCCC1)c1ccc(Cl)s1 (stereo not drawn)	0%	4%
Cc1ccc(S(=O)(=O)c2cn(Cc3cccc(F)c3)c3cc(N4CCCC4)c(F)cc3c2=O)cc1	-10%	11%
Nc1ncnc2c1ncn2[C@@H]1O[C@H](COP(=O)(O)CP(=O)(O)OP(=O)(O)O)[C@@H](O)[C@H]1O	4%	-4%
CCCC(=O)C1=C(NC(C)C(=O)O)CCCC1=O (stereo not drawn)	5%	-3%
CCOC(=O)c1ccc(N2C(=O)c3n[nH]c(C)c3C2c2ccc(C(=O)OC)cc2)cc1 (stereo not drawn)	3%	3%

# The list continues:
Compound	AID inhibitor	UDG counterscr
O=C(CSc1nc2cc(C(F)(F)F)ccc2n1Cc1ccccc1)c1ccc(Br)s1	-11%	-6%
CCCS(=O)(=O)NCc1cccc(COC(C)(C)C)c1	2%	-13%
O=S(=O)(Cc1ccccc1)Cc1cc(Cl)c2c(c1)OCO2	-2%	-3%
COc1ccc(Cl)cc1-n1c(CCC(=O)O)ccc1-c1ccc(C)cc1	-2%	14%
CC1=C(C(=O)Nc2ccc(C)cc2)C(c2ccccc2Cl)n2nnnc2N1 (stereo not drawn)	-14%	-21%
CCOc1ccc(/C=C(\C#N)c2nc3ccccc3[nH]2)c(OCC)c1	-8%	-10%
CCN(CC)C(=O)c1ccc2c(c1)N(Cc1ccc(C(F)(F)F)cc1)C(=O)c1ccccc1S2	?	-26%
Cc1cccc(-c2ccccc2C(=O)O)c1	3%	3%
COc1ccc2c(c1)c(C(C(=O)O)N1CCN(C(C)=O)CC1)cn2CC(=O)O (stereo not drawn)	44%[activator]	-7%
Cc1cc(C)c(/C=C/c2onc(C)c2S(=O)(=O)N2CCC(C(=O)NCC(C)c3ccccc3)CC2)c(C)c1 (stereo not drawn)	?	-15%
CCN(CC)C(=O)Oc1ccc2c(=O)c(-c3ccccc3)coc2c1	-6%	7%
N#Cc1ccc(/C=C2/CCOc3ccc(Br)cc3C2=O)cc1	-18%	4%

# Next compounds
Compound	AID inhibitor	UDG counterscr
CCc1nnc(SCC(=O)Nc2ccccc2OC)n1-n1cccc1	-2%	-3%
CC1=C(C(=O)Nc2ccccc2)C(c2ccc(C(C)(C)C)cc2)NC(=S)N1 (stereo not drawn)	1%	1%
CCc1ccc(OC(=O)c2ccc(OC)c(I)c2)c(Br)c1	1%	-1%
O=C(/C=C/Nc1ccc(Cl)c(C(F)(F)F)c1)c1ccccc1	-13%	-11%
CCOC(=O)c1c(C)oc2ccc(N(C(=O)c3ccncc3)S(=O)(=O)c3ccc(F)cc3C)cc12	4%	-1%
CCCCN(CC)c1ccc(NS(=O)(=O)c2ccc3c(c2)CCCC3)cc1C(=O)O	-1%	-8%
N#Cc1ccccc1COC(=O)COc1ccc(C2SCCCS2)cc1	-3%	1%
O=C(O)c1ccc(COc2ccc(Cl)cc2)s1	-5%	4%
COc1ccc(-c2nc(-c3ccc(F)cc3)cs2)cc1	-1%	-7%
CC1=C(C(=O)Nc2ccc(C)cc2C)C(c2ccc[nH]2)n2ncnc2N1 (stereo not drawn)	31%[activator]	4%
COc1cc(CN2CCN(S(=O)(=O)c3ccc(F)cc3)CC2)cc(OC)c1OC	?	-12%
O=C(O)c1cccc2[nH]ccc12	-22%	10%

# More records follow.
Compound	AID inhibitor	UDG counterscr
Cc1ccc(C(=O)NCC(c2ccco2)S(=O)(=O)c2ccccc2)cc1C (stereo not drawn)	-9%	3%
O=C(Nc1c2c(nn1-c1ccc(Cl)cc1)CS(=O)(=O)C2)c1cccc(F)c1	11%	-9%
CCC(C)N1CCC(CN)C1 (stereo not drawn)	22%	3%
Cn1cc(S(=O)(=O)N2CCC(C(=O)Nc3cccc(F)c3)CC2)cc1C(N)=O	2%	5%
Cc1cc(C)c(NC(=O)CSc2nccn2Cc2ccco2)c(C)c1	0%	4%
CCOC(=O)Cn1c(=O)oc2cc(S(=O)(=O)NCc3ccc(F)cc3)ccc21	-10%	0%
COc1ccc(CC(=O)N2CCc3cc(OC)c(OC)cc3C2COc2ccc(F)cc2)cc1 (stereo not drawn)	?	-18%
Cc1cc(C)c2c(CN3CCN(Cc4ccccc4)CC3)cc(=O)oc2c1C	-2%	1%
CCN(CC(=O)NC(C)C)C(=O)c1ccc(SC(C)C)cc1	-15%	-7%
CCc1cccc(C)c1NC(=O)CSc1nnc(-c2cc3cccc(OC)c3o2)n1N	-8%	-1%
NC(N)=NCc1ccc(CN2CCCC2)cc1	0%	-5%
C=CCSc1nc(-c2ccccc2)cc(C(F)(F)F)c1C#N	-9%	1%

# Following part:
Compound	AID inhibitor	UDG counterscr
NC(=O)c1cccc(C(=O)N2CCC(c3nc4ccccc4o3)CC2)c1	-13%	-8%
Cc1ccc2sc(N(Cc3cccnc3)C(=O)c3ccc(C#N)cc3)nc2c1C	-21%	-4%
COc1ccc(OCCOC(=O)c2nn(C)c(=O)c3ccccc23)cc1	-9%	-1%
Cc1ccccc1Cn1c(C)c(CNCc2ccccc2)c(C(=O)O)c1C	-6%	-5%
CCc1ccc(NC(=O)CC2C(=O)N(c3cccc(OC)c3)C(=O)N2C2CCCC2)cc1 (stereo not drawn)	-7%	2%[57.5 µM]
S=C(NCCc1ccccc1)N/N=C/c1ccccc1Br	-17%	-7%
O=C(NCc1ccccc1)C(=O)Nc1c2c(nn1-c1ccccc1)CSC2	-20%	-6%
O=C(COC(=O)C(c1ccccc1)c1ccccc1)Nc1ccc(N2CCOCC2)cc1	1%	4%
CN(C)C(=O)c1cccc(NC(=O)c2cc(Br)c(Br)s2)c1	-4%	1%
CC(C)(C)c1onc(OCP(=O)(O)O)c1CC(N)C(=O)O (stereo not drawn)	0%&7%	3%&6%
Cc1ccc(S(=O)(=O)c2nnn3c2nc(NCc2ccc(F)cc2)c2sccc23)cc1C	-9%	59%[activator]
Cc1ccc(C(=O)OCCOc2ccccc2Cl)cc1O	3%	0%

# Additional results:
Compound	AID inhibitor	UDG counterscr
Cc1nc(-c2ccccc2)sc1CCNC(=O)C(=O)Nc1ccc2c(c1)OCCO2	-17%	-9%
CC(C)=CC(=O)Nc1ccccc1SC1CCCC1	-6%	-4%
O=C(c1ccc(Br)cc1)N(C1CCCCC1)C1CCCCC1	-11%	-5%
O=C(c1ccccc1Br)N(Cc1ccco1)Cc1ccco1	-24%	-6%[57.5 µM]
Nc1nc(N)c2nc(-c3ccccc3)c(N)nc2n1	-23%	6%
O=C(NCc1noc(-c2ccccc2)n1)c1ccc(Br)o1	-5%	-7%
COc1ccc(-c2c(C#N)c(SCC(=O)Nc3ccc(C)c(C)c3)nc(C)c2C(=O)Nc2ccccc2)cc1OC	12%	?
Cc1cc2n(n1)CCCN2C(=O)Nc1cccc(C)c1C	34%[activator]	-3%
COc1cccc2cc(-c3cc(=O)oc4cc(OCC(=O)C(C)(C)C)ccc34)c(=O)oc12	-7%	-13%
O=S(=O)(NCc1cc2cc(F)ccc2s1)c1ccc(Br)s1	-8%	-7%
Cc1cc(C)c(Cn2c(=O)n(CCC(=O)NCCc3ccccc3)c(=O)c3ccccc32)c(C)c1	14%	7%
CCOC(=O)c1cn(C)nc1S(=O)(=O)N1CCCC1	4%	-11%

# Remaining list, next part.
Compound	AID inhibitor	UDG counterscr
O=C(N[C@@H](C(=O)NCc1cccnc1)c1ccccc1)C(c1ccccc1)c1ccccc1	-6%	-8%
CCOC(=O)C1CCCN(C(=O)c2cc3c(=O)n(C)c4ccccc4c3s2)C1 (stereo not drawn)	-20%	-5%
CC(C)(C)C(=O)Nc1cccc(NC(=O)c2cc(F)c(Cl)cc2Cl)c1	-8%	-10%
O=C(NC1CCN(Cc2cccc(C(F)(F)F)c2)CC1)C1CC=CCC1 (stereo not drawn)	-2%	-1%
COC(=O)C1=C(C)N(c2cc(C)ccc2C)C(=S)NC1c1ccsc1 (stereo not drawn)	-11%	-9%
COc1ccccc1NC(=O)CSc1oc(-c2cccs2)nc1S(=O)(=O)c1ccccc1	3%	-9%

# An excerpt (hit frequency here may not be typical).
